# USP1 inh – Inhibitors of USP1/UAF1: Primary Screen. Ubiquitin carboxyl-terminal hydrolase 1 (Homo sapiens), O94782. recombinant USP1/UAF1, Ub-Rhodamine cleavage fluorescence. Potency, µM (titrated, usually from 57.1 µM), inactives show at the highest dose activity change, negative = inhibition, hits mostly inhibitors. 0.23% of 390,000 active. AID 743255, 2014; also: potency is read from the fitted curve at half-maximal effect; % is scaled to controls: 0 for no effect and ±100 for the full control effect; nearly all actives have a fitted effect of over 60% in size; inactives centre near -12
#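 Step one: compound is pinned into 1nM USP1/UAF1 in HEPES pH 7.8 buffer with TCEP. Step two: 15 min room-temperature incubation. Step three: Ub-Rho (150nM final) starts cleavage, tracked by fluorescence over six one-minute reads.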
# Pin1 inh – qHTS Assay to Find Inhibitors of Pin1. Pin1 FP peptide displacement, HiFluor488, 10 min. AID 504891, 2011. 0.009% of 390,000 active. Peptidyl-prolyl cis-trans isomerase NIMA-interacting 1 (Homo sapiens), Q13526. Potency, µM (highest dose often 115 µM), for inactives: at the top dose activity, negative = inhibition, actives largely listed as inhibitors; active = well fitted inhibition curve with a large enough effect in the polarisation, with a control signal flat, not every such curve was filed as active; inconclusive = small, poorly fitted or top-dose-only effect, or effect the other way, or a change in a side signal; inactive = no such curve, though single readings can be large or run the other way; the % refers to the polarisation; also: potency is read from the fitted curve at half-maximal effect; % is scaled to controls: 0 for no effect and ±100 for the full control effect
# Target sequence (Q13526 whole entry, looked up): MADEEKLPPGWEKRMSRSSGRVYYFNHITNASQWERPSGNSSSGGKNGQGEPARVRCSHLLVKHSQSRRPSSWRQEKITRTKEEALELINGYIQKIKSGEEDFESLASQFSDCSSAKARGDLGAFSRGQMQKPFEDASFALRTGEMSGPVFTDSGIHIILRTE
# TrxR1 substrate – qHTS Assay for Substrates of Mammalian Selenoprotein Thioredoxin Reductase 1 (TrxR1): qHTS; Thioredoxin reductase 1, cytoplasmic (Rattus norvegicus), O89049; purified TrxR1 substrate turnover, NADPH consumption readout; Potency, µM (highest dose often 114 µM), inactives show top-dose activity change, negative = substrate turnover; 0.01% of 390,000 active; AID 588456, 2011; also: potency is read from the fitted curve at half-maximal effect; % is scaled to controls: 0 for no effect and ±100 for the full control effect; nearly all actives have a fitted effect of over 50% in size
#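 Rat TrxR1, dispensed at 90 nM, was prereduced with 400 uM NADPH (final) for 5 min at ~22 deg C, then incubated with compound 15 min before 400 uM selenite. A first-read NADPH fluorescence drop versus no-compound background flagged substrates.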
# rTrxR1 inhibitor – qHTS Assay for Inhibitors of Mammalian Selenoprotein Thioredoxin Reductase 1 (TrxR1): qHTS. Potency, µM (doses to about 114 µM), without a hit: at the top dose activity change, negative = inhibition, hits mostly inhibitors. recombinant rTrxR1, NADPH fluorescence consumption, selenite substrate. AID 588453, 2011. 1% of 390,000 active; also: potency is read from the fitted curve at half-maximal effect; % is scaled to controls: 0 for no effect and ±100 for the full control effect; nearly all actives have a fitted effect of over 65% in size
#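 Rat TrxR1 (90 nM in the dispensed reagent) was pre-reduced with 400 uM NADPH for 5 min at room temperature, then incubated with compound for 15 min. After 400 uM selenite was added, NADPH fluorescence (Ex 340/Em 450 nm) was followed for 8 min.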
# IDH1 R132H inh – qHTS for Inhibitors of mutant isocitrate dehydrogenase 1 (IDH1): qHTS; Isocitrate dehydrogenase [NADP] cytoplasmic (Homo sapiens), O75874; Potency, µM (doses to about 76.6 µM), without a hit: top-dose activity change, negative = inhibition, most hits filed as inhibitors; 0.093% of 390,000 active; IDH1-R132H enzyme, NADPH consumption, diaphorase/resazurin fluorescence; AID 602179, 2012; also: potency is read from the fitted curve at half-maximal effect; % is scaled to controls: 0 for no effect and ±100 for the full control effect; nearly all actives have a fitted effect of over 65% in size
#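 IDH1-R132H (0.5 ug/mL dispensed) in pH 7.5 Tris buffer was preincubated 30 min with compound, then given a substrate mix of 0.016 mM NADPH and 2 mM alpha-KG for 80 min at room temperature; remaining NADPH was read by diaphorase/resazurin fluorescence.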
# D2 antag – HTS Assay for Allosteric Antagonists of the Human D2 Dopamine Receptor: Primary Screen for Antagonists | AID 485344, 2010 | HEK293 TREx D2 cells, calcium flux, dopamine EC80 | inhibition, % at 10 µM | 2% of 340,000 active | D(2) dopamine receptor (Homo sapiens), P14416; in the data active = inhibition above about 30%; also: 0% is about no effect
# Target sequence (P14416 whole entry, looked up): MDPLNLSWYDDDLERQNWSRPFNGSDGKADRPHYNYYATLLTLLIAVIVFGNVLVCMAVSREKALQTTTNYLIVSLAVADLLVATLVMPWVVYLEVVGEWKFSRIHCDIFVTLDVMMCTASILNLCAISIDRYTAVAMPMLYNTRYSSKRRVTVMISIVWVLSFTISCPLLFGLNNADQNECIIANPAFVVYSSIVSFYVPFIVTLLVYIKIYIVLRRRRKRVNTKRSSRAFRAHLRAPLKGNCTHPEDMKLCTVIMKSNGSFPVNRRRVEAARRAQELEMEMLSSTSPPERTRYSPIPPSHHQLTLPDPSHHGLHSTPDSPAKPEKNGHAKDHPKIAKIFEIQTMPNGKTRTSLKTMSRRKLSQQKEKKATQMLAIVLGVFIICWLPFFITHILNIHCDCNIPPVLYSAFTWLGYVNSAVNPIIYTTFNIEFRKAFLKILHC
#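 Measurement of antagonist activity uses fluorescent calcium dye in inducible HEK293 T-REx D2 cells: 10 s baseline, compound addition with 180 s read, EC80 dopamine addition with a further 180 s read.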
# D2 agonist – HTS Assay for Allosteric Agonists of the Human D2 Dopamine Receptor: Primary Screen for Agonists. 0.53% of 340,000 active. activation, % at 2 µM. D(2) dopamine receptor (Homo sapiens), P14416. HEK293 T-REx D2 cells, calcium flux agonist mode;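 active = activation over 3 SD above normal in the single-dose calcium agonist read, cut at about 30% in these data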; also: 0% is about no effect
#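 Tetracycline-induced HEK293 T-REx cells with force-coupled D2 receptor, plated overnight at 30 C, loaded with no-wash calcium dye. After a 10 s baseline, compound was pin-added and calcium flux read kinetically for 180 s; calcium rises flagged agonists.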
# TRHR PAM – qHTS for Small Molecule Agonists and Allosteric Enhancers of Human TRH Receptor: Primary Screen for Enhancers. AID 493056, 2011. enhancement, % at 2 µM. TRHR cells, fluo-8 calcium fluorescence, EC20 TRH enhancement. 0.66% of 360,000 active; in the data active = enhancement above about 30%; also: 0% is about no effect
# Target sequence (P34981 whole entry, looked up): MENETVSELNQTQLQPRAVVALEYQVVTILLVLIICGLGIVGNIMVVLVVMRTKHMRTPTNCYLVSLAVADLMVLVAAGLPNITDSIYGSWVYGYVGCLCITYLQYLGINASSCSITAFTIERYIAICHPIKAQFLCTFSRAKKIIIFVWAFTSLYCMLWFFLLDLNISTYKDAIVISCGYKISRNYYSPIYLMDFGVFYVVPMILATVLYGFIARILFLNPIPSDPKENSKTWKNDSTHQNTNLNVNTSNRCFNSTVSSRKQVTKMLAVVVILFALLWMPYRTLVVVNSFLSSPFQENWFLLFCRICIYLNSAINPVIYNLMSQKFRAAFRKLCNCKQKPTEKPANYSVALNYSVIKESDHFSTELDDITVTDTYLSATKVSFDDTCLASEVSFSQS
#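 TRHR-expressing cells loaded with fluo-8 calcium dye were read kinetically (ex 480/em 530) during compound addition, then stimulated with an EC20 of TRH (10 nM final). Enhancement of the Gq-mediated intracellular calcium response was scored.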
# TRHR agonist – qHTS for Small Molecule Agonists and Allosteric Enhancers of Human TRH Receptor: Primary Screen for Agonists. AID 493084, 2011. activation, % at 2 µM. Thyrotropin-releasing hormone receptor (Homo sapiens), P34981. 0.18% of 360,000 active. TRHR cells, calcium flux fluo-8, FDSS agonist mode; in the data active = activation above about 30%; also: 0% is about no effect
#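 Fluo-8-loaded TRHR cells; 10 s baseline, compound added, kinetic Ca2+ fluorescence read 1/s, agonist mode.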
# Active calls of the source: *; ? = inconclusive; · = not tested or not shown; [ ] = another dose, or the depositor's remark. Unless noted, calls follow the shape of the dose curve; as a rule, active = well fitted inhibition curve with a large enough effect; inconclusive = small, poorly fitted or top-dose-only effect; inactive = no such curve, though single readings can be large or run the other way. Not all compounds are listed (hit frequency here may not be typical).
SMILES,USP1 inh,Pin1 inh,TrxR1 substrate,rTrxR1 inhibitor,IDH1 R132H inh,D2 antag,D2 agonist,TRHR PAM,TRHR agonist
CCCCc1ccc(CC(=O)Nc2cc(S(=O)(=O)N3CCOCC3)ccc2O)cc1,-26.1%,-5.2%,-11.1%,-16.4%,-3.5%,6.8,0.1,-2.5,-0.5
Oc1ccccc1-c1nnc(-c2ccc(C(F)(F)F)cc2)o1,-8.5%,-7.5%,21.8%,1.1%,0.1%,24.3,0.3,3.5,-0.3
Cc1cc(C)c2nc(NC(=O)c3ccc(S(=O)(=O)N4CCc5ccccc54)cc3)sc2c1,-9.0%,9.5%,-1.8%[57.1 µM],18.3%[57.1 µM],-8.5%,·,1.3,0.6,0.3
COc1cc(NC(=O)COc2ccccc2[N+](=O)[O-])ccc1NC(=O)c1ccco1,-10.8%,-4.4%,-8.0%,13.1%,-11.2%,5.2,0.0,10.5,2.7
Cc1cnc(C)c(N2CCC(C(=O)NC(C)c3cccs3)CC2)n1 (centres undefined),-9.2%,-8.2%,10.1%[57.1 µM],14.1%[57.1 µM],1.8%,-4.3,-1.3,-14.3,-0.6
CNC(=O)CSc1nnc(-c2cccs2)o1,-5.9%,0.6%,26.9%,-7.1%,2.6%,17.0,1.1,-2.1,0.2
Cc1ccc(S(=O)(=O)N=Nc2c(O)[nH]c3ccccc23)cc1,-18.1%,-1.0%,-3.1%,-12.3%,46.5µM*,-13.9,1.4,1.8,0.6
COC(=O)C(C)Sc1nc2c(c(=O)[nH]c(=O)n2C)n1CCC(C)C (centres undefined),-20.7%,1.0%,0.4%,6.0%,6.4%,1.2,0.3,-3.5,-0.3
CCN(C[C@H]1N[C@@](C)(C(=O)OC)[C@H]2C(=O)N(Cc3ccccc3)C(=O)[C@@H]12)C(=O)C1CCCCC1,-3.9%,2.2%,-7.7%,-3.4%,0.9%[38.3 µM],·,·,·,·
COc1ccc(NC(=O)C2CC(=O)N(c3cc(C)ccc3C)C2)cc1 (centres undefined),-4.2%,-6.8%,-6.5%,-1.8%,-0.3%,·,·,8.7,-4.1
CCCCN(C)/C=N/c1c(C#N)cnn1-c1ccc(C)cc1,-24.6%,-0.6%,-3.7%,12.7%,5.3%,-9.5,-0.6,1.1,1.0
CCOc1ccc2nc(NC(=O)CN3CCC(n4nnc5cc(F)ccc54)CC3)sc2c1,-13.9%,62.1%[activator],-3.1%,5.2%,0.3%,-17.2,1.5,-0.8,-1.7
COc1cc(Cn2c(-c3nonc3N)nc3ccccc32)ccc1C,-22.3%,16.2%,-2.7%,0.4%,4.9%,-13.8,-0.6,0.1,0.1
O=[N+]([O-])c1cc(-c2nc3nc4ccccc4nc3n2CCc2ccccc2)cc([N+](=O)[O-])c1,-5.7%,1.1%,9.1%[57.1 µM],0.3%[57.1 µM],-0.5%,67.5*,-0.2,-9.1,-0.9
COc1ccc(NC(=O)C(NC(C)=O)C(=O)NCc2ccccc2Cl)cc1 (centres undefined),-9.2%,-10.1%,-8.6%,-20.6%,5.1%,1.9,-0.2,-5.4,0.0
CC1(C)C(=O)Nc2ccccc2N1C(=O)COC(=O)Cc1ccccc1F,-4.3%,-3.2%,-4.3%[57.1 µM],1.7%[57.1 µM],3.1%,·,·,·,·
CCOC(=O)C1CCN(C(=S)NC2CC3C=CC2C3)CC1 (centres undefined),6.6%,-7.1%,10.2%[57.1 µM],-0.3%[57.1 µM],6.3%,-0.2,1.0,2.2,-0.8
COc1cccc(N2C(=NC(=O)c3ccccc3)SC3CS(=O)(=O)CC32)c1 (centres undefined),-4.4%,-0.1%,2.2%[57.1 µM],15.7%[57.1 µM],-2.3%,-21.1,0.2,3.0,0.4
O=C(COC(=O)/C=C/c1ccc([N+](=O)[O-])cc1)NCC1CCCO1 (centres undefined),-1.9%,-0.3%,-1.8%[57.1 µM],4.1%[57.1 µM],-0.7%,4.5,2.0,6.5,0.2
COc1ccc(CC(=O)N2CCN=C2SC)cc1OC,-2.3%,4.7%,-0.6%[57.1 µM],0.3%[57.1 µM],4.4%,·,·,5.4,0.6
Cc1c(C(=O)Nc2cccc(C(F)(F)F)c2)oc2ccc(S(=O)(=O)N3CCC4(CC3)OCCO4)cc12,-2.6%,1.9%,2.8%[57.1 µM],11.5%[57.1 µM],-13.3%,·,-0.1,-1.1,0.5
COc1ccc(C2N(C(=O)N(C)C)CCN2S(=O)(=O)c2ccc(OC)cc2)cc1 (centres undefined),-21.5%,1.1%,12.6%[57.1 µM],30.0%[activator][57.1 µM],15.1%,37.0*,-0.1,15.8,-0.5
NC(=O)c1ncn([C@@H]2O[C@H](CNS(=O)(=O)c3cc(S(=O)(=O)c4ccccc4)cs3)[C@@H](O)[C@H]2O)n1,-27.3%,-2.5%,-3.8%,0.7%,10.3%,·,·,·,·
CCOc1ccc(Br)cc1S(=O)(=O)N1CCSC1,-10.9%,-15.6%,-7.9%,13.0%[57.1 µM],6.3%,-13.2,0.6,4.1,-1.1
O=C(O)c1ccc(Nc2nc3ccccc3nc2NS(=O)(=O)c2cccs2)cc1,-15.7%,-19.6%,-17.3%,-6.5%,-7.1%,1.5,0.1,-3.9,-0.3

# (listing goes on)
SMILES,USP1 inh,Pin1 inh,TrxR1 substrate,rTrxR1 inhibitor,IDH1 R132H inh,D2 antag,D2 agonist,TRHR PAM,TRHR agonist
CC(OC(=O)c1ccc(S(=O)(=O)N(C)c2ccccc2)cc1)C(=O)NCCC1=CCCCC1 (centres undefined),2.6%,13.4%,-11.4%,-8.2%,3.0%,16.0,-0.1,5.2,1.1
COc1ccc(N(CC(=O)NC2CCS(=O)(=O)C2)S(=O)(=O)c2cc(C)ccc2C)cc1 (centres undefined),-4.9%,3.7%,2.9%[11.4 µM],7.8%[11.4 µM],1.8%,·,·,·,·
O=C(CCc1nc(-c2ccccc2F)no1)Nc1cccc(C(F)(F)F)c1,-13.2%,?,-7.9%,0.7%,21.9%,·,1.6,-3.2,1.3
Cc1ccc2ncc(C(=O)NCCc3ccc(S(N)(=O)=O)cc3)c(=O)n2c1,?,6.1%,236.2%[activator],0.4%,6.7%,·,0.8,4.1,-0.3
CN1CCc2nc(SCC(=O)Nc3ccc(Cl)cc3)c(C#N)cc2C1,-18.9%,8.6%,-2.8%,-8.8%,2.1%,·,·,·,·
N/C(=N\OC(=O)N1CCOCC1)c1ccc(Cl)cc1,-18.8%,4.6%,4.5%,10.3%,-1.6%,8.8,0.9,-8.3,0.2
O=C(O)CCCCCn1c(SCC(=O)c2ccc(O)c(O)c2)nc2ccsc2c1=O,-21.2%,?,-7.8%,-16.9%,-0.4%,-15.7,-2.0,1.3,-0.9
CC(C)(C)c1ccc(S(=O)(=O)N2CCN(CCC#N)CC2)cc1,-14.6%,2.7%,-9.8%[57.1 µM],16.2%[57.1 µM],10.9%,12.5,-0.8,-3.1,0.5
CCOC(=O)c1c(S(=O)(=O)NCC(=O)N(C)c2ccc(C)cc2)c(C)n(C)c1C,-13.5%,1.3%,-7.2%[57.1 µM],3.9%[57.1 µM],-10.6%,·,0.6,5.7,-0.7
CCOc1ccc(S(=O)(=O)Nc2cccc(-c3ccc(N4CCC(C)CC4)nn3)c2)cc1,-29.4%,7.0%,-1.7%[57.1 µM],22.7%[57.1 µM],32.2%,·,-0.7,15.5,0.1
CC(C)(C)OC(=O)N1CCC(C(=O)Nc2ccc(C(=O)N3CCOCC3)cc2)CC1,6.6%,-7.8%,-5.1%,4.3%,-5.3%,·,·,·,·
CC1C(=O)N2CCCc3cc(S(=O)(=O)NCCc4ccccc4)cc1c32 (centres undefined),-20.6%,1.6%,0.4%,7.1%,-8.9%,-0.5,-0.1,1.2,0.0
O=C(CN1CCC(C(=O)c2ccc3c(c2)OCCO3)CC1)NC1CCCC1,-13.2%,3.2%,14.8%[57.1 µM],?,-2.3%,-16.3,0.0,-14.3,-0.3
Cc1cccc2c1CC(C)(C)NC2=C(C#N)C#N,-19.1%,0.5%,6.7%[57.1 µM],3.0%[57.1 µM],-0.7%,-3.9,-2.0,-0.1,-0.7
Cc1cc(C)nc(-n2nc(C)cc2NC(=O)COC(=O)CCC(=O)c2cccs2)n1,-13.8%,?,10.5%[57.1 µM],9.4%[57.1 µM],3.8%,-5.0,-2.5,-6.8,-1.6
CCCNC(=S)N1CCC(C(=O)c2ccc3c(c2)OCCO3)CC1,-22.3%,2.7%,-3.5%,-7.9%,-3.7%,-1.1,0.9,-4.6,-0.1
CCOc1ccc(/C=N/OC(C)C(=O)NCc2ccc3c(c2)OCO3)cc1 (centres undefined),-20.2%,-1.0%,-2.4%,21.9%,6.7%,·,·,-1.7,-0.6
CC(NC(=O)Cc1cccs1)c1ccccc1 (centres undefined),-17.9%,2.4%,8.5%,7.1%[57.1 µM],3.6%,·,·,-7.5,0.0
O=C(NCc1ccccc1)/C(=C/c1ccc(OC(F)F)cc1)c1ccccc1,-16.5%,7.2%,-11.0%,-7.1%,3.0%,9.0,1.7,1.2,2.8
COc1ccc(CN(C)C(=O)c2[nH]c(C)c(C(C)=O)c2C)c(OC)c1OC,?,0.5%,6.5%,20.2%,-5.6%,-6.9,0.9,14.6,0.8
